ST2 IL33 inh: inhibitors of human ST2 (IL1RL1) binding to IL-33; AlphaLISA ST2-Fc/biotin-IL-33 interaction, 1 h; inhibition, % for hits at 17 µM; hit rate 2.3% among 78,000; in the data active = inhibition above about 30%; inconclusive = mostly about 10% to 28%
Target sequence (Q01638 whole entry, looked up): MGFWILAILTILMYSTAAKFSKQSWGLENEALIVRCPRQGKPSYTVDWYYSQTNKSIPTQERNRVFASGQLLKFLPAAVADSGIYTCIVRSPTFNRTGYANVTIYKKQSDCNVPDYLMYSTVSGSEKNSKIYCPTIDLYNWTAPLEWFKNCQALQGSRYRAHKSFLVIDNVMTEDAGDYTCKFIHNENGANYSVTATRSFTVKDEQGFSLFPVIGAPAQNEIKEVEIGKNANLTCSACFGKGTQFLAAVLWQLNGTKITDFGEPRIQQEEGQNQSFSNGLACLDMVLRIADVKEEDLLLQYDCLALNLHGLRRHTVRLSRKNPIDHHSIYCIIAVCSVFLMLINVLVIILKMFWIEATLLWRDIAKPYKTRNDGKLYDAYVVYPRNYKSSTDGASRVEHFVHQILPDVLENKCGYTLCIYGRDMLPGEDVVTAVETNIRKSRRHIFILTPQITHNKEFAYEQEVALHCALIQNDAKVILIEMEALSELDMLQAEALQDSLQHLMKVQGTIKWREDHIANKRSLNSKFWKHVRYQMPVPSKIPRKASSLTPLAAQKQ
* hit, by the source's call; i = inactive; ? = inconclusive.

mol | ST2 IL33 inh
COc1ccc(C2=NN(C(=O)CCC(=O)O)C(c3cccc(OC)c3OC)C2)cc1OC (centres undefined) | i
CCNC(=O)N1CC[C@H](c2nc3ccc(OC)cc3[nH]2)C1 | i
CC(COc1ccccc1)NC1CCN(S(=O)(=O)c2ccccc2)CC1 (centres undefined) | i
CC(C)N1CCC(CNC(=O)CC2=CCCCC2)C1 (centres undefined) | i
Cc1cnn(-c2nc(-c3cccs3)cc(C(F)(F)F)n2)c1 | ?
CC(=O)N1CCc2cc(Br)cc(S(=O)(=O)CCC(=O)NC(C)C)c21 | i
Cc1cc(NC(=NS(=O)(=O)c2ccccc2)c2ccccc2)ccc1O | i
CN(CCc1cnn(C)c1)c1nc2nonc2nc1N1CCOCC1 | i
COc1ccc(-c2noc(CCC(=O)NCc3ccco3)n2)cc1 | i
COc1cccc(F)c1C(=O)N1CCC(Cc2cccc(C(=O)O)c2)CC1 | i
C=C(C)C1OC1c1c(OC)ccc2ccc(=O)oc12 (centres undefined) | ?
Cc1ccc(C)c(NC(=O)CC(=O)N(C)C(C)c2ccncn2)c1 (centres undefined) | i
CCc1ccc(N=Cc2cc(Br)ccc2O)cc1 | 36.0%*
COc1ccc(N2CN=c3s/c(=C/c4ccc([N+](=O)[O-])cc4)c(=O)n3C2)cc1 | i
Cc1sc(NC(=O)C(c2ccccc2)c2ccccc2)c(C(N)=O)c1C | ?
O=C(NC1CCCc2ccccc21)C(Cc1ccccc1)NS(=O)(=O)c1cccs1 (centres undefined) | ?
O=C(NCc1ccccc1)c1c[nH]c2ccc(S(=O)(=O)Nc3ccccc3F)cc2c1=O | i
N#Cc1ccccc1NC(=O)CC1Sc2ccc(C(F)(F)F)cc2NC1=O (centres undefined) | i
O=C(CC1COCCN1)NCCC(c1ccccc1)c1ccccc1 (centres undefined) | ?
COc1ccc(NC(=O)Nc2ccc3nc(C)c(C)nc3c2)cc1 | i
CC1CCCN(C(=O)C2CCC(CNS(=O)(=O)c3cccc4nsnc34)CC2)C1 (centres undefined) | i
CCc1nccc(-c2nccn2-c2ccc(OC)nc2OC)n1 | i
COc1ccc(Br)cc1C(=O)Nc1cccc(F)c1 | i
CC(=O)OC(C)(C)/C=C/C(=O)[C@](C)(O)[C@H]1C(O)C[C@@]2(C)[C@@H]3CC=C4[C@@H](C=C(O[C@@H]5O[C@H](CO)[C@@H](O)[C@H](O)[C@H]5O)C(=O)C4(C)C)[C@]3(C)C(=O)C[C@]12C (some centres undefined) | i
Cn1c(=O)c2cc(S(=O)(=O)N(CCc3ccccc3)Cc3ccccc3)ccc2n(C)c1=O | i

Molecules from the list above containing two or more sulfur atoms:
mol | ST2 IL33 inh
O=C(NC1CCCc2ccccc21)C(Cc1ccccc1)NS(=O)(=O)c1cccs1 (centres undefined) | ?
CC1CCCN(C(=O)C2CCC(CNS(=O)(=O)c3cccc4nsnc34)CC2)C1 (centres undefined) | i

(further entries)
mol | ST2 IL33 inh
COc1ccc(C2C(=O)N(C3CCCCC3)CC(=O)N2CC2COc3ccccc3O2)cc1 (centres undefined) | i
CCC(=O)Nc1ccc(-c2csc(N)n2)cc1 | i
CC(=O)N(C1=C(N2CCCCC2)C(=O)c2ccccc2C1=O)c1cccc(Cl)c1 | 61.0%*
CC(=O)c1ccc(N=Cc2c(O)cc(C)c(Cl)c2C)cc1 | ?
Cc1ccc(-n2nc3c(c2NC(=O)c2cccs2)CSC3)c(C)c1 | i
O=C1CCN(C(=O)c2nn(CCc3ccccc3)c3c2CN(C(=O)Cc2cccs2)CC3)CCN1 | 33.0%*
CCCC12CN3CC(C)(CN(C1)C3c1ccc(OC(C)C)cc1)C2=O (centres undefined) | i
Cc1ccccc1NC1=C(N)C(=O)c2ccccc2C1=O | 87.0%*
CCOc1cccc2cc(C(=O)NC(C)=O)c(=Nc3ccc(F)cc3)oc12 | i
CCC(C(=O)Nc1c(C)cc(C)cc1C)N1CCCCCC1 (centres undefined) | ?
O=C1CC(c2ccc([N+](=O)[O-])cc2)=NN1c1cc(S(=O)(=O)O)ccc1Cl | i
O=C(Nc1ccc2c(c1)CN(C(=O)Nc1cccs1)CC2)C1CCCO1 (centres undefined) | i
COc1ccc(C2C(C#N)=C(N)Oc3cc(O)ccc32)cc1Br (centres undefined) | ?
COC(=O)C1C(=O)NC(SC)=C(C#N)C1c1ccc(Cl)cc1 (centres undefined) | ?
CCOC(=O)N1CCC(NC(=O)C2CC23CCN(C(=O)c2cccc4ccccc24)CC3)CC1 (centres undefined) | ?
Cc1cc(N2CCN(Cc3nc(-c4cnccn4)no3)CC2)cc(C)n1 | i
O=C(Nc1cccc2ncccc12)c1sc2ccccc2c1Cl | ?
Cc1cc(NC(=O)C(=O)N2CCCN(C)C3(CCN(C)CC3)C2)no1 | i
CCOc1ccc(NC(=O)Nc2nnc(-c3ccc(OC)c(OC)c3)s2)cc1 | ?
COc1ccc(C(=O)Nc2c3c(nn2C(C)(C)C)CS(=O)C3)cc1OC (centres undefined) | i
O=C(c1ccc(Cl)cc1)N1CCN=C1SCc1cccnc1 | i
O=C(NC[C@H]1O[C@@H](CO)[C@@H](O)[C@H]1N1CCN(c2cccc(C(F)(F)F)c2)CC1)c1ccc(F)c(Cl)c1 | i
Cc1ccc(Cl)cc1Nc1nnc(C)c(=O)[nH]1 | i
CCOc1ccc2nc(N3CCCC(C(=O)NCCOc4cccnc4)C3)nc(C)c2c1 (centres undefined) | ?
CN(Cc1ccsc1)C(=O)c1ccc(-n2ccnc2)cc1 | i

mol | ST2 IL33 inh
CCc1ccc2[nH]cc(C(=O)O)c(=O)c2c1 | i
O=C1C=C(Nc2cccc(Cl)c2)CC(c2ccco2)C1 (centres undefined) | i
Cc1ccc(-n2nc3c(c2NC(=O)c2ccco2)CSC3)c(C)c1 | i
Cc1ccc(NC(=O)c2cc3ccccc3o2)c(C)c1 | i
COc1ccc(CN2CCN(c3nc(C)cnc3C)CC2)c(OC)c1OC | i
O=[N+]([O-])c1ccc(N=Cc2cc(Br)cc([N+](=O)[O-])c2O)cc1 | ?
CCC1SC(=Nc2ccccc2)N(S(=O)(=O)c2ccccc2)C1=O (centres undefined) | ?
COCCCNc1c2c(nc3ccccc13)CCC2 | ?
O=C(O)CCC(=O)N1CCN(C(=O)c2ccco2)CC1 | i
CCOC(=O)C1C(=O)C=C(c2ccc(F)cc2)CC1c1ccccc1C (centres undefined) | i
O=C(CC1CCC(=O)N1)NCc1cccnc1Oc1ccccc1 (centres undefined) | i
Cc1ccc(C2=N/C(=C\c3ccc(N(C)C)cc3)C(=O)O2)cc1[N+](=O)[O-] | 30.0%*
CN(Cc1ccccc1)[C@@H]1[C@H](O)[C@H](CO)O[C@@H]1CNC(=O)Nc1ccc(F)cc1F | i
N#CSCCCOc1ccc(Br)cc1 | i
COCCN1C(=O)N(C2Cc3ccccc3C2)C(=O)C12CCN(Cc1ccc3nsnc3c1)CC2 | ?
CCn1cc(C(=O)NC2CCCCC2)c(=O)c2cc(S(=O)(=O)N3CCC(C)CC3)ccc21 | i
Cc1ccc2nc(-c3ccc(N)cc3)sc2c1 | i
O=C1Nc2ccccc2C(O)(C(=O)NC2CCCc3ccccc32)N1c1ccccc1 (centres undefined) | i
Cc1cc(C(F)(F)F)nc(NCc2cccs2)n1 | i
CC(C)NS(=O)(=O)c1cccc2cccnc12 | i
N=Nc1[nH]c(N)c2ccccc12 | 46.0%*
O=C(COc1ccc([N+](=O)[O-])cc1)Nc1ccc(N2CCCC2)cc1 | 60.0%*
CN(Cc1ccccc1)S(=O)(=O)c1ccc(C(=O)Nc2nnc(C3CC3)o2)cc1 | i
O=C(NCCN1CCOCC1)C(=O)Nc1cccc(Cl)c1Cl | i
CCc1ccccc1NC(=O)CSc1ccc(C)cc1 | i

mol | ST2 IL33 inh
O=C(CCc1ccc2c(c1)OCO2)N1CCOC(Cc2ccccc2)C1 (centres undefined) | i
O=C(CSc1nc2c(sc3ccccc32)c(=O)n1CCO)NCc1ccccc1 | i
COc1cc(-c2nc(C=C3C(C)=Nc4ccccc43)c(O)o2)cc(OC)c1OC | 34.0%*
COc1ccc(Oc2cccc(CN3CCOC4(CNCCOC4)C3)c2)cc1 (centres undefined) | i
COc1cc(C)nc(N(CCC(C)C)S(=O)(=O)c2ccc(C)cc2)n1 | i
COc1ccc(C(=O)Nc2ccc([N+](=O)[O-])cc2)cc1 | i
Cc1cccc(CSC2=NCCN2C(=O)c2ccccc2C)c1 | i
Nc1nc2ccc(Oc3ccc4nc(N)sc4c3)cc2s1 | i
Cc1ccc(-c2[nH]ncc2CNC2CCN(c3ccccc3)CC2)cc1C | ?
O=C(c1cc(-c2cccc(Cl)c2)on1)N1CCCC1 | i
COc1ccc2oc(=Nc3ccccc3OC)c(C(N)=O)cc2c1 | i
O=C(O)c1cc(CN2CCN(c3ncc(Cl)cn3)CC2)ccc1O | i
CC(=O)N1CCN(c2ncccc2CNC(=O)Cc2c(C)[nH]c3ccccc23)CC1 | i
CN1CCC(N(C)Cc2ccsc2)CC1 | i
Cc1cc(C)n(CC(C)n2ccnc2-c2ccc(C(=O)O)cc2)n1 (centres undefined) | i
COc1ccc(NC(=O)Cc2cn(C)c3ccccc23)c(OC)c1 | i
CC1=C(C(=O)N(C)Cc2cc(C3CC3)on2)C(C)NC(=O)N1 (centres undefined) | i
Cc1ccc(-n2ncc3c(=O)n(-c4ccc(C)c(C)c4)c(C)nc32)cc1 | i
COc1cc(/C=C2\CCC/C(=C\c3cc(OC)c(OC)c(OC)c3)C2=O)cc(OC)c1OC | ?
Cc1nc(SCC(=O)O)c2oc3ccccc3c2n1 | i
CCN1C(=O)C2CCCCN2c2ccc(C(=O)NCc3ccccc3)cc21 (centres undefined) | ?
O=c1c2oc3ccccc3c2ncn1Cc1ccccc1F | ?
COc1cc(NS(=O)(=O)c2ccc(NC(=O)c3cccc(Cl)c3)cc2)nc(OC)n1 | ?
Cc1nn(-c2ccc(S(N)(=O)=O)cc2)c(C)c1-c1cccc([N+](=O)[O-])c1 | ?
COc1cccc(OCC(O)Cn2ccnc2-c2nc[nH]c2C)c1 (centres undefined) | i

mol | ST2 IL33 inh
CC(O)c1ccc2c(c1)C1c3ccccc3C2c2ccccc21 (centres undefined) | i
COc1ccc(C2C(C(=O)N3CCCCCC3)c3cc(OC)c(OC)cc3C(=O)N2C)cc1 (centres undefined) | ?
Cc1cnccc1N1CCCN(C(=O)c2cccc3ccnn23)CC1 | i
O=C(CN1CCN(Cc2ccccc2Cl)S1(=O)=O)Nc1ccc(F)cc1F | i
Cc1c(Cl)cccc1NC(=O)c1ccc(Cl)cc1 | i
COCCN(Cc1nn(C)cc1Cl)Cc1sccc1C | i
Cc1ccc(-c2nc3ncccc3o2)cc1NC(=O)c1cccnc1 | i
COc1cc(C(=O)Nc2nc(-c3ccc4c(c3)OCO4)cs2)cc(OC)c1OC | i
COc1ccccc1CN(Cc1cc(C(C)(C)C)n[nH]1)C1CC1 | i
Cc1cc(-c2cccs2)n[nH]1 | i
O=c1cnnc(Nc2ccc(Br)cc2)[nH]1 | i
O=C(CN1C(=O)c2ccccc2S1(=O)=O)Nc1cccc(O)c1 | i
COc1ccc2nc(Nc3cccc(Cl)c3)sc2c1 | i
CC1C2NC(=O)N(c3ccc(F)cc3)C1(C)Oc1ccc(Br)cc12 (centres undefined) | i
CC(C)C(NS(=O)(=O)c1cccc2nsnc12)C(=O)NC1CCCCC1C (centres undefined) | i
O=C(Cn1nnc(-c2ccccc2F)n1)Nc1ccccc1F | i
Cc1cc(C)c(C)c(S(=O)(=O)N2CCC(N(C)CCC(C)C)CC2)c1C | i
O=C1CCCC2=C1C(c1cccs1)Nc1ccccc1N2 (centres undefined) | ?
CSc1ncc(CN2CCCC2c2nc(C(C)C)no2)cn1 (centres undefined) | i
Cc1ccc(N=Cc2c(NCc3ccco3)nc3c(C)cccn3c2=O)cc1 | ?
COc1ncc(CN2C[C@H](N)C[C@H]2C(=O)NC(C)C)cn1 | i
Cc1ccccc1NCN1C(=O)C2C3C=CC(C3)C2C1=O (centres undefined) | i
O=C(NC1CCCCC1)C(NS(=O)(=O)c1cccs1)c1ccccc1 (centres undefined) | i
CC(=O)Nc1ccc(Nc2c3c(c(C#N)c4nc5ccccc5n24)CCC3)cc1 | ?
O=c1[nH]c(Nc2ccc(Cl)cc2)nnc1Cc1ccccc1 | i

Ordered by SMILES length (smallest number first): 3 of the compounds above.
mol | ST2 IL33 inh
Cc1c(Cl)cccc1NC(=O)c1ccc(Cl)cc1 | i
O=c1[nH]c(Nc2ccc(Cl)cc2)nnc1Cc1ccccc1 | i
Cc1cnccc1N1CCCN(C(=O)c2cccc3ccnn23)CC1 | i

Next section.
mol | ST2 IL33 inh
COc1ccc(C2OC(=O)C3(CCCCC3)C(=O)C2(C)C)cc1 (centres undefined) | i
COc1cc2c(C(=O)NCCCN3CCOCC3)cn(CC(C)C)c(=O)c2cc1OC | i
Cc1cc(NC(=O)c2c(-c3ccccc3)noc2C)ccc1Br | i
CCSc1nc2c(c(=O)[nH]1)C(c1ccc(N(C)C)cc1)C1=C(CCCC1=O)N2 (centres undefined) | i
Cc1nn(Cc2ccc(F)cc2)c(C)c1NC(=O)c1cc(-c2ccc(F)cc2)on1 | i
CC(=O)c1ccc(C(C)(C)C)cc1NC(=O)c1cccs1 | i
O=C(NCc1ccc2c(c1)OCO2)c1cc(-c2ccncc2)nc2ccccc12 | ?
Cc1nn(C(CC(=O)O)C(=O)O)c(C)c1Br (centres undefined) | i
COc1cc(/C=C2\N=C(SC)SC2=O)cc(OC)c1OC | 30.0%*
CC1CCCCN1CCCNC(=O)c1ccc2c(c1)NC(=O)C(N1CCCCC1)S2 (centres undefined) | ?

Some of the entries so far, as labelled records:
O=C(NCc1ccc2c(c1)OCO2)c1cc(-c2ccncc2)nc2ccccc12
  ST2 IL33 inh: ?

COc1ccc(C2OC(=O)C3(CCCCC3)C(=O)C2(C)C)cc1 (centres undefined)
  ST2 IL33 inh: i

Screens deposited in PubChem BioAssay by IUPUI and University of Michigan.

Not all compounds are listed (hit frequency here may not be typical).
